Screens deposited in PubChem by several laboratories.
Ins promoter up: MIN6 insulin promoter up-regulation. MIN6 insulin promoter-GFP reporter, high-content imaging; hits give high values. z-score at 5 µM. hit rate 0.3% among 190,000;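 active = z-score above 3 at 5 µM with at least 500 cells counted in the well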
bCat nuc transl: beta-catenin nuclear translocation modulation. HeLa beta-catenin nuclear translocation, immunofluorescence imaging. nuclear translocation activity, % at 5 µM. hit rate 0.3% among 190,000. AID 1665;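 active = nuclear translocation activity above 50% at 5 µM, with a well cell count of 50 or more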;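 note: per-cell ratio of nuclear to cytoplasmic median beta-catenin stain intensity; plate controls were DMSO negative control for no effect and GSK-3 inhibitor IX positive control for full effect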
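test system = HeLa cells, endogenous beta-catenin | dosing = single 5 µM dose plus 0.02–20 µM confirmation series | times = compound treatment 24 h, 37°C, 5% CO2 | technique = beta-catenin immunofluorescence imaging with DAPI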
Yfh1-depleted yeast: enhancers of respiration in Yfh1-depleted yeast, dose response, Friedreich's ataxia, plus single-dose screen (AID 1465). S. cerevisiae Yfh1-off respiration, WST-1 reduction, 72 h; higher fold induction means a stronger effect. fold induction at 50 µM, or EC50 in µM where a hit was titrated. hit rate 0.074% among 220,000;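 active = fold induction of absorbance versus untreated yeast above a set limit, then at least 30% activation at any dose in follow-up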;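 note: activators that raise dye reduction in frataxin-depleted yeast; strong numbers were not always called active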
PMI inhibition: MPI inhibition at elevated mannose 6-phosphate – biochemical, fluorescence intensity, high mannose 6-phosphate, primary screen (AID 1220); inhibition, % at 20 µM, or IC50 in µM where a hit was titrated; hit rate 0.66% among 190,000; recombinant PMI enzyme, coupled fluorescence intensity; higher % means a stronger effect
WT yeast gro inh: growth inhibition of WT yeast, mitochondrial fusion screen; mitochondrial fusion phenotypic screen, WT strain; inhibition, % at 10 µM; hit rate 2.1% among 190,000; AID 1362; in the data active = inhibition above about 58%; tested in S. cerevisiae
Dynein transport: blocks dynein driven cargo transport along microtubules. AID 1381. hit rate 0.47% among 220,000. z-score, hits read low. 3617.4 mouse cells, GR-EGFP nuclear translocation imaging; test concentration mostly 20 µM; stimulated with dexamethasone, 1 µM; hits give low values;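 active = plate z-score of nuclear minus cytoplasmic receptor signal below a set negative limit, without overly bright fluorescence or cell loss, cut at about -3.5 in these data, passing the limit was not always enough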;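 note: z-score of nuclear minus cytoplasmic ring GR-EGFP intensity difference per well; some compounds called inactive have numbers as strong as hits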
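Buffer or medium: tetracycline-free induction medium containing charcoal-stripped FBS / Reagent: dexamethasone agonist, 1.0 µM final, for 30 min / Technique: automated 10x imaging of fixed Hoechst-stained cells / Times: induction 48 h, compound 1 h, agonist 30 min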
human PMI inhibition: inhibitors of human PMI, primary screen, biochemical, fluorescence intensity, coupled assay (AID 1209). inhibition, % at 20 µM; hits with a dose series show IC50 in µM. purified PMI enzyme, coupled fluorescence intensity; higher % means a stronger effect. hit rate 0.42% among 190,000;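 note: plate controls were DMSO vehicle for no effect and wells lacking substrate for full effect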
Autophagy HCS: autophagy modulation, high-content screen; MEF GFP-LC3 puncta imaging; test concentration mostly 10 µM; calls only at 10 µM (by protocol); hit rate 0.98% among 190,000;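 active = percentage of spot-positive cells more than 3 SD above its plate mean, without a fluorescence outlier flag or 80% toxicity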;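 note: spot-positive cell cutoff set from DMSO-treated cells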
MT stabilizer: microtubule stabilization, imaging screen | HeLa tubulin immunostaining HCS, 24 h; share of cells brighter than vehicle mean+2SD | % tubulin-high responders, % at 10 µM | hit rate 0.83% among 200,000 | AID 2205;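 active = plate Z-score above 3 for both tubulin-high and condensed-nucleus cell shares, with cell loss under 80%, at 10 µM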;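 note: anti alpha tubulin signal scored within the nucleus-defined area of each cell; some results filed as inactive read as strong as hits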
WT yeast gro inh mutant strain: second read-out of WT yeast gro inh, no call of its own (marks repeat the call); inhibition, %; mitochondrial fusion phenotypic screen, mutant strain inhibition
Dynein transport cytoplasmic EGFP: also measured in Dynein transport; calls as there; z-score; measured here: cytoplasmic GR-EGFP intensity; hits give high values
Dynein transport nuclear GR-EGFP: further read-out of Dynein transport, marked with its call; z-score; measured here: nuclear GR-EGFP intensity;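 lower value marks the stronger effect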
Dynein transport cell count: further read-out of Dynein transport, marked with its call; z-score; measured here: cell count per field
Ins promoter up cell count: also measured in Ins promoter up; calls as there; cell count; measured here: cytotoxicity, nuclei count;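 total cells summed across four imaged fields per well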
bCat nuc transl cell count 5 µM: recorded beside bCat nuc transl, whose call it bears; cell count; measured here: cell count, cytotoxicity flag
MT stabilizer Hoechst-high %: also measured in MT stabilizer; calls as there; % Hoechst-high responders; measured here: nuclear condensation Hoechst responders;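 share of cells brighter than vehicle mean plus two SD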
MT stabilizer cytotoxicity %: further read-out of MT stabilizer, marked with its call; toxicity, %; measured here: cytotoxicity by cell density;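 0% = mean cell density of plate MIN control wells and 100% = no cells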
Autophagy HCS cell loss 18 h: further read-out of Autophagy HCS, marked with its call; toxicity, %; measured here: cell loss, nuclei count;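 cell loss after 18 h compound exposure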
* hit, by the source's call. Cut-off read from the data, not from the text of the source, unless noted: active = inhibition above about 50%; inactive = the rest.

What do the screens show for `CC(Sc1nncn1C)C(=O)NCc1ccc2c(c1)OCO2` (stereo unspecified)?
Ins promoter up: -0.07; bCat nuc transl: -2.4; Yfh1-depleted yeast: inactive; PMI inhibition: -3%; WT yeast gro inh: 17; Dynein transport: -0.17; human PMI inhibition: 0%; Autophagy HCS: inactive; MT stabilizer: 4.0; WT yeast gro inh mutant strain: -13; Dynein transport cytoplasmic EGFP: 0.18; Dynein transport nuclear GR-EGFP: 0.14; Dynein transport cell count: -0.58; Ins promoter up cell count: 1189; bCat nuc transl cell count 5 µM: 1111; MT stabilizer Hoechst-high %: 2.0; MT stabilizer cytotoxicity %: 0.9; Autophagy HCS cell loss 18 h: 8

What do the screens show for `CN1CC=C2C(C#N)=C(N)C(C#N)(C#N)[C@H](c3cccs3)[C@H]2C1`?
bCat nuc transl: -1.8; Yfh1-depleted yeast: inactive; PMI inhibition: 42%; WT yeast gro inh: 2; Dynein transport: 8; human PMI inhibition: 9%; Autophagy HCS: active; MT stabilizer: 3.3; WT yeast gro inh mutant strain: 0; Dynein transport cytoplasmic EGFP: 18; Dynein transport nuclear GR-EGFP: 9.4; Dynein transport cell count: 0.85; bCat nuc transl cell count 5 µM: 1227; MT stabilizer Hoechst-high %: 2.5; MT stabilizer cytotoxicity %: 7.1; Autophagy HCS cell loss 18 h: -4.5*

How did C=CCN=C1S/C(=C/c2ccc([N+](=O)[O-])cc2)C(=O)N1CC=C do in these assays?
Ins promoter up: -2.8; bCat nuc transl: 0.1; Yfh1-depleted yeast: inactive; Dynein transport: -0.86; Dynein transport cytoplasmic EGFP: -0.28; Dynein transport nuclear GR-EGFP: -0.51; Dynein transport cell count: 0.59; Ins promoter up cell count: 1097; bCat nuc transl cell count 5 µM: 1320

How did CCC(=O)N(C)CCc1cc2c(c(OC)c1/C=N/Nc1ccc(C(=O)O)cc1)OCO2 do in these assays?
Ins promoter up: 0.58; bCat nuc transl: -0.9; Yfh1-depleted yeast: inactive; Dynein transport: -1.1; Dynein transport cytoplasmic EGFP: -0.24; Dynein transport nuclear GR-EGFP: -0.15; Dynein transport cell count: 1.6; Ins promoter up cell count: 1014; bCat nuc transl cell count 5 µM: 1366

What do the screens show for `Cc1ccc2c(c1)-c1cc(C)nn1C(c1ccc3c(c1)OCO3)N2` (stereo unspecified)?
Ins promoter up: -0.87; bCat nuc transl: 0.0; PMI inhibition: 18%; WT yeast gro inh: -11; Dynein transport: -0.71; human PMI inhibition: 14%; Autophagy HCS: inactive; MT stabilizer: 2.7; WT yeast gro inh mutant strain: -4; Dynein transport cytoplasmic EGFP: -0.24; Dynein transport nuclear GR-EGFP: -0.49; Dynein transport cell count: -0.014; Ins promoter up cell count: 1707; bCat nuc transl cell count 5 µM: 1066; MT stabilizer Hoechst-high %: 1.8; MT stabilizer cytotoxicity %: 5.5; Autophagy HCS cell loss 18 h: -1

How did O=C(NCc1ccccc1Cl)C1CCN(C(=O)c2sccc2-n2cccc2)CC1 do in these assays?
Ins promoter up: 1.5; bCat nuc transl: -2.5; Yfh1-depleted yeast: inactive; PMI inhibition: 16%; WT yeast gro inh: 8; Dynein transport: 0.22; human PMI inhibition: 15%; Autophagy HCS: inactive; MT stabilizer: 1.8; WT yeast gro inh mutant strain: 2; Dynein transport cytoplasmic EGFP: 0.0078; Dynein transport nuclear GR-EGFP: 0.27; Dynein transport cell count: 0.4; Ins promoter up cell count: 1874; bCat nuc transl cell count 5 µM: 1094; MT stabilizer Hoechst-high %: 3.3; MT stabilizer cytotoxicity %: 16; Autophagy HCS cell loss 18 h: 7

How did Cc1ccc(C(=O)O/N=C2/CC3CCC2(C)[C@@]3(C)CBr)cc1 (stereo partly specified) do in these assays?
Ins promoter up: 0.36; bCat nuc transl: -1.4; Yfh1-depleted yeast: inactive; Dynein transport: 0.3; Dynein transport cytoplasmic EGFP: -0.27; Dynein transport nuclear GR-EGFP: 0.15; Dynein transport cell count: -0.0057; Ins promoter up cell count: 1089; bCat nuc transl cell count 5 µM: 1351

How did COc1cc(C2Nc3ccccc3C(=O)N2NS(C)(=O)=O)ccc1O (stereo unspecified) do in these assays?
Ins promoter up: 0.45; bCat nuc transl: -0.6; Yfh1-depleted yeast: inactive; Dynein transport: -0.12; Dynein transport cytoplasmic EGFP: -0.25; Dynein transport nuclear GR-EGFP: 0.85; Dynein transport cell count: -0.27; Ins promoter up cell count: 981; bCat nuc transl cell count 5 µM: 1319

What do the screens show for `Cc1ccccc1NC(=O)C1CC(=O)N(c2ccc3c4c(cccc24)CC3)C1` (stereo unspecified)?
Yfh1-depleted yeast: inactive; PMI inhibition: -5%; WT yeast gro inh: 9; Dynein transport: -0.16; human PMI inhibition: -11%; Autophagy HCS: inactive; MT stabilizer: 1.9; WT yeast gro inh mutant strain: 3; Dynein transport cytoplasmic EGFP: -0.23; Dynein transport nuclear GR-EGFP: -0.61; Dynein transport cell count: 0.49; MT stabilizer Hoechst-high %: 1.8; MT stabilizer cytotoxicity %: 8.1; Autophagy HCS cell loss 18 h: 3

How did Cc1ccc(C(=O)c2c(NC(=O)c3ccccc3C)sc(C)c2C)cc1 do in these assays?
Ins promoter up: -0.16; bCat nuc transl: -3.3; Yfh1-depleted yeast: inactive; PMI inhibition: 15%; WT yeast gro inh: -13; Dynein transport: 0.053; human PMI inhibition: 13%; Autophagy HCS: inactive; MT stabilizer: 3.0; WT yeast gro inh mutant strain: 20; Dynein transport cytoplasmic EGFP: -0.15; Dynein transport nuclear GR-EGFP: -0.14; Dynein transport cell count: -0.048; Ins promoter up cell count: 1922; bCat nuc transl cell count 5 µM: 1095; MT stabilizer Hoechst-high %: 1.2; MT stabilizer cytotoxicity %: 7.3; Autophagy HCS cell loss 18 h: 28

What do the screens show for `Cc1cccc(N2C(S)=C(C#N)C(=O)NC23CCCCC3)c1`?
Ins promoter up: -0.33; bCat nuc transl: -0.2; Yfh1-depleted yeast: inactive; PMI inhibition: -5%; WT yeast gro inh: -18; Dynein transport: -0.42; human PMI inhibition: 0%; Autophagy HCS: inactive; MT stabilizer: 3.4; WT yeast gro inh mutant strain: -6; Dynein transport cytoplasmic EGFP: -0.31; Dynein transport nuclear GR-EGFP: -0.59; Dynein transport cell count: 0.64; Ins promoter up cell count: 1355; bCat nuc transl cell count 5 µM: 995; MT stabilizer Hoechst-high %: 2.8; MT stabilizer cytotoxicity %: 7.3; Autophagy HCS cell loss 18 h: -14

How did Nc1nc(=S)c2ncn(C3CCCC3)c2[nH]1 do in these assays?
Ins promoter up: -0.88; bCat nuc transl: -3.7; Yfh1-depleted yeast: inactive; Dynein transport: -1; Dynein transport cytoplasmic EGFP: -0.26; Dynein transport nuclear GR-EGFP: -0.51; Dynein transport cell count: 0.95; Ins promoter up cell count: 1501; bCat nuc transl cell count 5 µM: 1196

How did CCCC[C@@H]1CNC(=S)N1CCCC do in these assays?
Ins promoter up: 0.88; bCat nuc transl: -0.5; Yfh1-depleted yeast: inactive; PMI inhibition: -7%; WT yeast gro inh: 8; Dynein transport: 0.43; human PMI inhibition: 4%; Autophagy HCS: inactive; MT stabilizer: 2.2; WT yeast gro inh mutant strain: 12; Dynein transport cytoplasmic EGFP: -0.3; Dynein transport nuclear GR-EGFP: 0.57; Dynein transport cell count: 0.018; Ins promoter up cell count: 1459; bCat nuc transl cell count 5 µM: 1204; MT stabilizer Hoechst-high %: 1.5; MT stabilizer cytotoxicity %: 3.6; Autophagy HCS cell loss 18 h: 6

Results for CCOC(=O)C1CCCN(C/C(O)=C(\C#N)c2nc(-c3ccccc3)cs2)C1 (stereo unspecified) ?
Ins promoter up: 0.43; bCat nuc transl: 0.3; Yfh1-depleted yeast: inactive; PMI inhibition: -41%; WT yeast gro inh: 28; Dynein transport: -1.2; human PMI inhibition: 0%; Autophagy HCS: inactive; MT stabilizer: 1.5; WT yeast gro inh mutant strain: -6; Dynein transport cytoplasmic EGFP: -0.11; Dynein transport nuclear GR-EGFP: -0.32; Dynein transport cell count: 0.69; Ins promoter up cell count: 1638; bCat nuc transl cell count 5 µM: 1099; MT stabilizer Hoechst-high %: 1.0; MT stabilizer cytotoxicity %: 8.1; Autophagy HCS cell loss 18 h: 7

Results for CCCCN(CC)CCNC(=O)c1cc2c(=O)[nH]c3ccccc3c2n1C ?
Ins promoter up: -0.9; bCat nuc transl: 0.3; Yfh1-depleted yeast: inactive; PMI inhibition: -2%; WT yeast gro inh: -3; Dynein transport: -0.6; human PMI inhibition: 3%; Autophagy HCS: inactive; MT stabilizer: 4.6; WT yeast gro inh mutant strain: 7; Dynein transport cytoplasmic EGFP: -0.27; Dynein transport nuclear GR-EGFP: -0.29; Dynein transport cell count: 0.84; Ins promoter up cell count: 1389; bCat nuc transl cell count 5 µM: 1089; MT stabilizer Hoechst-high %: 3.4; MT stabilizer cytotoxicity %: 0.4; Autophagy HCS cell loss 18 h: 22

What do the screens show for `O=C(COC(=O)[C@H](Cc1c[nH]c2ccccc12)NC(=O)c1cccs1)NCc1ccccc1`?
Ins promoter up: 0.03; bCat nuc transl: 0.1; Yfh1-depleted yeast: inactive; PMI inhibition: 13%; WT yeast gro inh: 1; Dynein transport: 1.8; human PMI inhibition: 24%; Autophagy HCS: inactive; MT stabilizer: 2.0; WT yeast gro inh mutant strain: -2; Dynein transport cytoplasmic EGFP: -0.19; Dynein transport nuclear GR-EGFP: 1.1; Dynein transport cell count: -1.6; Ins promoter up cell count: 1098; bCat nuc transl cell count 5 µM: 907; MT stabilizer Hoechst-high %: 2.9; MT stabilizer cytotoxicity %: 10; Autophagy HCS cell loss 18 h: 11
